High-throughput results (PubChem BioAssay)
phage Ecoli inh – growth loss of phage-infected E. coli, primary screen, RecBCD inhibitor project, absorbance, with phage, HTS | inhibition, % at 11.9 µM | 360,000 compounds, 0.26% hits | AID 651602, 2012; in the data active = inhibition above about 11%
MOR-DOR ag – agonists of OPRM1-OPRD1 heterodimerization, primary screen, cell-based, luminescence | cells | AID 504326, 2011 | 340,000 compounds, 0.3% hits | activation, % at 9.3 µM; in the data active = activation above about 18%;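 also: 0% = vehicle-treated cells and 100% = reference agonist; values of inactives mirror those of a sister screen read the other way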
Target sequence (P35372 whole entry, looked up): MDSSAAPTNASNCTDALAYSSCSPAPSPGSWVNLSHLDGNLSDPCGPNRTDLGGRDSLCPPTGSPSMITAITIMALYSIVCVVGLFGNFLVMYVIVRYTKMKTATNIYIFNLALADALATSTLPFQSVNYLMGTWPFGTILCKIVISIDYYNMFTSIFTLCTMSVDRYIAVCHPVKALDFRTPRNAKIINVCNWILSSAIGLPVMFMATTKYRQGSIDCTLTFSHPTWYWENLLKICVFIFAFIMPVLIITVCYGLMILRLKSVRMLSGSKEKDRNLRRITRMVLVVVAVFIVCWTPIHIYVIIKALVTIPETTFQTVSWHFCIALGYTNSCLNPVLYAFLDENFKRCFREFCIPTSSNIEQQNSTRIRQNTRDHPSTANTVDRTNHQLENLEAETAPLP
Target sequence (P41143 whole entry, looked up): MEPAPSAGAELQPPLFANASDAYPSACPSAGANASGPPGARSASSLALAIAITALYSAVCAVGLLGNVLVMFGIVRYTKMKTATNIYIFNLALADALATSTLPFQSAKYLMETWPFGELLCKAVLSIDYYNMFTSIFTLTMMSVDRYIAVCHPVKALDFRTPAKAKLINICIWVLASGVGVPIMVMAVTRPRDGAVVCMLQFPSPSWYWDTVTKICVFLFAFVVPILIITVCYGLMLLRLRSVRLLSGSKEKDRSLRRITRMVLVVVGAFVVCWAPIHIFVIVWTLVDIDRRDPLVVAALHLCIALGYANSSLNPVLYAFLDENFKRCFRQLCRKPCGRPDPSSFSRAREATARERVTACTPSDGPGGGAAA
PKA-R2B activ – activators of PKA-R2B holoenzyme, primary screen, biochemical, fluorescence polarization, Cy5-IP20, human; cAMP-dependent protein kinase catalytic subunit beta (Homo sapiens) + cAMP-dependent …; PKA-R2B holoenzyme dissociation; R2B truncated from residue 108, S112A mutant; 0% DMSO only, 100% 113 µM cGMP; activation, % at 11.4 µM; 340,000 compounds, 0.079% hits;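 active = activation above a cutoff set at the mean over all compounds plus 3 SD, cut at about 18% in these data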;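 also: higher means more holoenzyme dissociation and a rise in polarization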
HTR5A inv ag – HTR5A inverse agonists in luminescence cell assay, primary screen, counter-screen for OPRM1-OPRD1 heterodimer inverse agonist project, full-deck HTS; inhibition, % at 9.3 µM; HTR5A cell line, inverse agonism; 340,000 compounds, 0.083% hits; in the data active = inhibition mostly above about 23%, no sharp cut-off; inactive = mostly below about 18%;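 also: 0% = cells with DMSO and 100% = no-cell wells with DMSO; some compounds called inactive have numbers as strong as hits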
AddAB inh – growth inhibition of E. coli expressing H. pylori AddAB, primary screen, AddAB inhibitor project, absorbance; AID 435030, 2010; inhibition, % at 11.9 µM; 330,000 compounds, 0.29% hits; in the data active = inhibition above about 12%;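 also: 0% = vehicle wells of infected cells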
E coli growth – E. coli V3065 growth inhibition, primary screen, counter-screen for AddAB inhibitor project, absorbance, OD600; 18 h; inhibition, % at 11.9 µM; 330,000 compounds, 0.27% hits; AID 449728, 2010;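 active = inhibition above the campaign's mean inhibition across all tested compounds plus 3 SD, cut at about 9.9% in these data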;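 also: uninfected addAB+ strain grown without phage in ampicillin broth; 0% = DMSO wells and 100% = ciprofloxacin 0.95 µg/ml wells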
Tat export inh – E. coli Tat export inhibitors, primary screen, MC4100, TorA-mCherry reporter, fluorescence, single point. inhibition, % at 10 µM. 340,000 compounds, 0.036% hits;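 active = mean replicate inhibition at least 50% and at least half of replicates individually reaching 50%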;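 also: exported cargo escapes ClpAP degradation while cytoplasmic cargo is degraded and loses fluorescence; 0% = median of neutral control wells and 100% = median of NaSCN control wells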
MOR-DOR inv ag – inverse agonists of MOR-DOR heterodimerization, primary screen, cell-based, luminescence. inhibition, % at 9.3 µM. AID 504357, 2011. cell-based MOR-DOR heterodimer luminescence, inverse agonism. Mu-type opioid receptor (Homo sapiens) + Delta-type opioid receptor (Homo sapiens), …. 340,000 compounds, 0.21% hits; in the data active = inhibition above about 22%, passing the limit was not always enough;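 also: 0% = cells with DMSO and 100% = wells without cells with DMSO; values of inactives mirror those of a sister screen read the other way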
PKA-R1A activ – activators of PKA-R1A holoenzyme, primary screen, biochemical, fluorescence polarization, Cy5-IP20, bovine R1A, mouse PKAc; PKA-R1A dissociation; scaled: DMSO 0%, 113 µM cGMP 100%; 340,000 compounds, 0.083% hits; activation, % at 11.4 µM; AID 504707, 2011;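 active = percent activation above the mean of all tested compounds plus 3 SD, cut at about 19% in these data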;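 also: higher means more PKAc released from R1A so a rise in polarization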
PfHsp90 yeast 2 – growth inhibition of PfHsp90-expressing yeast, primary screen, antimalarial PfHsp90 inhibitor project, S. cerevisiae, BacTiter-Glo luminescence, single point, set 2; inhibition, % at 9.4 µM; 310,000 compounds, 0.32% hits; BacTiter-Glo ATP, 48 h; yeast lacking PDR1 and PDR3 efflux regulators;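 active = every replicate shows inhibition above about 80%, whatever the replicate mean, limit read from the data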;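 also: 0% = DMSO neutral controls and 100% = 20 µM radicicol positive controls; yeast relying on Plasmodium falciparum Hsp90 in place of its own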
SUMO Mot1 rescue – yeast Mot1-301 growth rescue at high temperature, primary screen, SUMOylation pathway inhibitor project, S. cerevisiae, ATP luminescence, 38.5C; S. cerevisiae Mot1-301 growth rescue; percent above DMSO median, 100 means doubled; growth rescue, % at 18.8 µM; 320,000 compounds, 1% hits;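 active = every valid replicate shows activation above 250% relative to neutral control wells; inactive = the rest, any valid replicate at or below 250%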;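 also: OY570 slx delta 5 strain wells were the positive control but not used for scaling; some compounds called inactive have numbers as strong as hits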
* hit, by the source's call; . = no result given. Rows are unselected, and some 2.2% of all compounds hit somewhere here.

SMILES	phage Ecoli inh	MOR-DOR ag	PKA-R2B activ	HTR5A inv ag	AddAB inh	E coli growth	Tat export inh	MOR-DOR inv ag	PKA-R1A activ	PfHsp90 yeast 2	SUMO Mot1 rescue
Cc1cccc(-c2cc3c(N=O)c4ccccc4c-3n[nH]2)c1	1.8	-1.0	-16	3	3.0	-1.9	-1	7	-9	22	-33
O=C(NCC1COc2ccccc2O1)C1CCCN(S(=O)(=O)c2cccc3nsnc23)C1 (stereo not drawn)	0.1	-0.6	-4	-13	-0.8	-0.7	-4	4	1	-9	-15
CC(=O)N1c2ccc(S(=O)(=O)N3CCC(C(=O)N4CCN(c5ccccc5)CC4)CC3)cc2CC1C (stereo not drawn)	0.2	0.3	1	-7	3.9	0.1	-3	-2	-2	-10	-9
CCN1CCCC1CNS(=O)(=O)c1ccc(F)c(Cl)c1 (stereo not drawn)	1.7	0.3	-1	-4	3.8	4.7	-2	-2	-10	54	34
N/C(=N\OC(=O)CCCOc1ccccc1)c1cccc([N+](=O)[O-])c1	3.6	-0.2	2	-6	-0.7	-0.5	6	1	16	32	-2
Cc1ccc(-c2nnn(CC(=O)NC(=O)NC3CCCCC3)n2)cc1	-0.7	4.9	-9	15	.	.	9	-31	-8	-12	.
COc1ccc(NC(=S)NNC(=O)C(C)n2nc(C)c([N+](=O)[O-])c2C)cc1 (stereo not drawn)	2.9	-0.5	-8	15	2.8	-2.3	-7	2	-15	-2	-6
CN(CC(=O)Nc1cccc(F)c1)C(=O)c1cc2c(s1)CCCCC2	.	-0.4	-4	-1	-0.7	-1.1	2	2	-10	-24	6
COc1ccc(NC(=O)C(Sc2nnc(-c3ccncc3)n2-c2ccccc2C)c2ccccc2)cc1Cl (stereo not drawn)	6.1	0.5	-6	0	-2.2	-1.9	18	-2	-9	3	42
Cc1ccc(Cl)cc1C1=CC(=O)C[C@H](c2ccc(F)cc2)C1	0.4	3.7	9	-4	1.5	2.0	6	-20	8	.	11
CC1(C)NC(=O)N(CCSc2ccc(Cl)cc2)C1=O	2.8	-0.2	-1	10	0.1	0.1	-4	1	-9	-3	-10
Cc1cc(-c2ccccc2)nc(Cl)c1C#N	1.8	6.0	-10	16	2.0	-2.4	1	-29	-5	15	2
COc1ccc(NN=Nc2ccc([N+](=O)[O-])cc2)cc1	4.1	5.8	-4	8	.	.	3	-29	-2	-23	16
COc1ccc2nc(NC(=O)CN3C(=O)NC4(CCCC4)C3=O)sc2c1	1.0	-0.9	0	-10	-1.2	-1.3	1	5	4	.	6
CCOc1c(OC)cccc1C1CC(=O)Nc2cc3c(cc21)OCCO3 (stereo not drawn)	1.8	-0.1	-3	-8	-0.9	-0.3	11	1	6	18	3
CC1=NN(c2ccccc2)C(=O)/C1=C\c1cn(CCC#N)nc1-c1ccc(Cl)cc1	0.2	-1.9	11	9	0.2	0.3	14	13	-1	7	154
COc1ccc(CN(Cc2ccncc2)C(=O)CCC(=O)O)cc1	2.4	-1.9	-8	-14	2.0	2.5	-3	10	-2	-5	-20
O=C1CCCN1CN(C(=O)c1ccc2c(c1)OCO2)c1ccc(F)cc1	0.9	-2.3	-2	-11	1.6	1.0	-4	11	4	.	14
COc1ccc(C(=O)OCC(=O)Nc2cccc(S(=O)(=O)N3CCCCCC3)c2)cc1[N+](=O)[O-]	2.5	1.3	-11	-17	.	.	7	-5	5	-26	.
CCOCCCNC(=O)C1c2ccccc2C(=O)N2CCc3ccccc3C12 (stereo not drawn)	2.0	-3.1	-7	22	2.6	-1.7	1	17	-9	-8	39

Among those listed so far, these contain an aryl methoxy group.
SMILES	phage Ecoli inh	MOR-DOR ag	PKA-R2B activ	HTR5A inv ag	AddAB inh	E coli growth	Tat export inh	MOR-DOR inv ag	PKA-R1A activ	PfHsp90 yeast 2	SUMO Mot1 rescue
COc1ccc(NC(=S)NNC(=O)C(C)n2nc(C)c([N+](=O)[O-])c2C)cc1 (stereo not drawn)	2.9	-0.5	-8	15	2.8	-2.3	-7	2	-15	-2	-6
COc1ccc(NC(=O)C(Sc2nnc(-c3ccncc3)n2-c2ccccc2C)c2ccccc2)cc1Cl (stereo not drawn)	6.1	0.5	-6	0	-2.2	-1.9	18	-2	-9	3	42
COc1ccc(NN=Nc2ccc([N+](=O)[O-])cc2)cc1	4.1	5.8	-4	8	.	.	3	-29	-2	-23	16
COc1ccc2nc(NC(=O)CN3C(=O)NC4(CCCC4)C3=O)sc2c1	1.0	-0.9	0	-10	-1.2	-1.3	1	5	4	.	6
CCOc1c(OC)cccc1C1CC(=O)Nc2cc3c(cc21)OCCO3 (stereo not drawn)	1.8	-0.1	-3	-8	-0.9	-0.3	11	1	6	18	3
COc1ccc(CN(Cc2ccncc2)C(=O)CCC(=O)O)cc1	2.4	-1.9	-8	-14	2.0	2.5	-3	10	-2	-5	-20
COc1ccc(C(=O)OCC(=O)Nc2cccc(S(=O)(=O)N3CCCCCC3)c2)cc1[N+](=O)[O-]	2.5	1.3	-11	-17	.	.	7	-5	5	-26	.

Returning to the listing; the 2 compounds before the break are reprinted first.
SMILES	phage Ecoli inh	MOR-DOR ag	PKA-R2B activ	HTR5A inv ag	AddAB inh	E coli growth	Tat export inh	MOR-DOR inv ag	PKA-R1A activ	PfHsp90 yeast 2	SUMO Mot1 rescue
COc1ccc(C(=O)OCC(=O)Nc2cccc(S(=O)(=O)N3CCCCCC3)c2)cc1[N+](=O)[O-]	2.5	1.3	-11	-17	.	.	7	-5	5	-26	.
CCOCCCNC(=O)C1c2ccccc2C(=O)N2CCc3ccccc3C12 (stereo not drawn)	2.0	-3.1	-7	22	2.6	-1.7	1	17	-9	-8	39
COc1ccc(CNC(=O)[C@H](C)N2C(=O)N3CCc4c([nH]c5ccc(OC)cc45)[C@@]3(C)C2=O)cc1	2.0	-0.4	3	14	1.7	-0.8	-1	2	6	-4	6
CCOCCCNC(=O)C(c1ccc(C)cc1)N(Cc1cccs1)C(=O)CNC(C)=O (stereo not drawn)	1.0	-1.9	-15	-16	0.8	0.3	8	10	-7	.	-2
CC(C)N=C(NS(=O)(=O)c1cccs1)c1ccccc1	-0.1	-1.1	7	-10	0.1	-1.2	-10	5	6	-5	9
O=C(CN1C(=O)NC2(CCCCC2)C1=O)N(Cc1ccco1)Cc1cccs1	4.1	-1.6	9	11	2.8	0.9	-10	10	0	.	8
CC(OC(=O)c1cccc(S(=O)(=O)N2CCN(C)CC2)c1)C(=O)Nc1ccc(C(N)=O)cc1 (stereo not drawn)	1.6	-1.9	3	5	-0.3	0.0	3	8	3	3	2
CCSc1nnc(NC(=O)C(CC)(C(F)(F)F)C(F)(F)F)s1	5.3	0.2	4	-17	3.7	2.3	5	-1	-14	-7	-14
CCOC(=O)C1=C(COC(=O)CNC(=O)c2ccc(Cl)cc2Cl)NC(=O)NC1C (stereo not drawn)	2.7	-0.7	8	15	0.8	2.9	0	4	8	9	-12
Cc1ccc(C)c(Cn2c(C(C)O)nc3ccccc32)c1 (stereo not drawn)	1.0	-3.1	3	-9	2.9	-0.1	-2	13	2	-6	317
CCC(C)NCCOCCOc1ccc(Cl)cc1Br (stereo not drawn)	3.1	5.5	1	-45	-0.3	1.2	-2	-29	9	-5	238
COc1ccc(Cc2nnn(CC(=O)O)n2)cc1	-1.4	-2.8	-3	-12	0.0	-0.8	-3	15	5	-14	0
CC(=O)Oc1ccc2c(=O)c(-c3nc4ccccc4s3)coc2c1	0.6	1.2	-3	-16	0.4	-0.2	-3	-6	-5	.	-17
NS(=O)(=O)c1ccc(S(=O)(=O)N2CCN(C3CCCC3)CC2)cc1	0.8	1.7	-3	-8	5.9	-0.3	-12	-14	-13	11	-17
O=C(/C=C(/c1ccc(Cl)cc1)n1cncn1)c1ccccc1	0.3	0.0	2	-25	4.9	-1.0	-4	0	10	9	39
COc1ccc(Cl)cc1NC(=O)COC(=O)c1ccc(Cl)nc1	-0.8	0.0	3	5	3.4	0.5	-14	0	-7	-3	2
CN(CC(=O)Nc1ccccc1C(F)(F)F)Cc1c(O)ccc2ccccc12	-0.5	8.5	-2	6	0.5	-4.0	6	-54	-4	-10	-16
O=C(NCCc1cccc(Cl)c1)c1ccc(OC2CCN(Cc3ccccn3)CC2)cc1	3.2	65*	-13	-14	.	.	-5	-324	-14	6	.
O=C(CNc1ccccc1N1CCCC1=O)Nc1cc(C(F)(F)F)ccc1-n1cncn1	2.3	-1.9	-9	-4	.	.	4	10	-10	-8	.
Cc1ccc(NC(=O)C2CCN(S(=O)(=O)c3ccc4c(c3)NC(=O)C(C)S4)CC2)cc1C (stereo not drawn)	0.8	0.6	-3	5	0.7	1.9	0	-3	-2	-1	-15
Cc1ccc(OCc2n[nH]c(=S)n2-c2ccccc2)cc1C	3.8	-1.6	0	-2	3.1	0.4	0	8	7	-15	-10
CCOc1cccc(Oc2ncccc2C(=O)/C(C#N)=C/N(C)C)c1	2.4	-0.8	2	-4	-1.3	-2.6	-3	4	2	-13	2
CN(CC(=O)N(C)CC(=O)Nc1c(Cl)cccc1Cl)Cc1ccc(Br)s1	3.7	-0.4	1	-15	2.1	2.1	6	2	-6	-9	-5
O=C(CCCN1C(=O)/C(=C/c2ccccc2Cl)SC1=S)NNC(=O)c1ccc(Cl)cc1	2.0	-0.8	12	-6	1.1	1.4	1	4	4	-42	-26
CC(Sc1ccc(Cl)cc1)C(=O)NNC(=O)c1ccco1 (stereo not drawn)	3.6	-1.9	3	-9	0.2	-1.1	-4	10	0	.	7
C=CCn1c(C)nc2c(sc3nc4c(cc32)COC(C)(C)C4)c1=O	-0.1	-1.9	5	5	0.5	-1.6	-4	10	9	9	-2
Cc1cc(C)n2nc(Cc3ccccc3)nc2n1	0.2	-1.8	4	-4	1.9	-1.1	4	9	-7	1	11
Cc1occc1C(=O)Nc1ccc2c(c1)CCC2	0.4	-0.9	-3	-11	0.6	-0.6	11	5	7	-16	-31
Cc1c(N(C(=O)CNC(=O)c2ccccc2)C2(C(=O)NC3CCCC3)CCCCC2)c(=O)n(-c2ccccc2)n1C	-0.1	-1.8	-5	-13	0.0	0.2	-1	9	-3	6	32
COc1ccc(-n2c(CN3CCN(c4ccccc4)CC3)nc3ccc([N+](=O)[O-])cc3c2=O)c(OC)c1	-0.3	-1.2	-1	7	-1.1	0.4	11	6	5	11	-15
CC(NC(=O)c1ccc(Cl)cc1)C1CC2CCC1C2 (stereo not drawn)	1.9	-1.4	4	-2	0.7	-2.4	5	7	15	13	11
C/C(=N\Nc1cc(N2CCOCC2)ncn1)c1ccc(O)cc1	1.7	-2.4	5	-14	0.0	-1.1	5	13	-2	23	-11
